Bioassay records (PubChem BioAssay)
NSD2 inh: blocks human histone methyltransferase NSD2; AID 743445; inhibition, % at 12.5 µM; O96028; NSD2 peptide methylation, AlphaScreen, 120 min; 310,000 compounds, 0.54% hits; in the data active means inhibition above about 50%
SR-BI DiI-HDL act: enhances SR-BI lipid uptake from DiI-HDL; CHO ldlA[mSR-BI] cells, DiI-HDL uptake fluorescence, 3 h; 100 = double the neutral-control signal; activation, % at 12.5 µM; 320,000 compounds, 0.096% hits; AID 504775;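 active means mean replicate activation of at least 60% and every replicate at or above 60%; inconclusive means mean or all-replicate condition met, but not both; inactive means mean below 60% and not all replicates reaching 60%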;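 further: 0% = median plate neutral-control signal and 100% = twice that signal; values of inactives mirror those of a sister screen read the other way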
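System: CHO ldlA[mSR-BI] cells / Medium: HEPES-buffered (25 mM, pH 7.4) F12 plus 0.5% BSA / Probe or stimulus: labelled HDL, 10 µg/mL / Doses: single compound concentration, delivered by pin transfer / Schedule: 3 h, 37 °C / Measured by: DiI fluorescence, bottom read / Measure: cell-associated DiI fluorescence as measure of HDL uptake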
SR-BI DiI inh: blocks mouse SR-BI lipid uptake from DiI-HDL; Q61009; ldlA[mSR-BI] CHO cells, DiI-HDL uptake fluorescence, 3 h; inhibition, % at 12.5 µM; 320,000 compounds, 0.96% hits; AID 488896;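 active means mean replicate inhibition of at least 70% and a set share of replicates each scoring 70 or more; inconclusive means meets just one of the two criteria; inactive means fails both criteria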;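 further: 0% = median of neutral control wells and 100% = median of positive control wells; values of inactives mirror those of a sister screen read the other way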
Target sequence (Q61009 whole entry, looked up): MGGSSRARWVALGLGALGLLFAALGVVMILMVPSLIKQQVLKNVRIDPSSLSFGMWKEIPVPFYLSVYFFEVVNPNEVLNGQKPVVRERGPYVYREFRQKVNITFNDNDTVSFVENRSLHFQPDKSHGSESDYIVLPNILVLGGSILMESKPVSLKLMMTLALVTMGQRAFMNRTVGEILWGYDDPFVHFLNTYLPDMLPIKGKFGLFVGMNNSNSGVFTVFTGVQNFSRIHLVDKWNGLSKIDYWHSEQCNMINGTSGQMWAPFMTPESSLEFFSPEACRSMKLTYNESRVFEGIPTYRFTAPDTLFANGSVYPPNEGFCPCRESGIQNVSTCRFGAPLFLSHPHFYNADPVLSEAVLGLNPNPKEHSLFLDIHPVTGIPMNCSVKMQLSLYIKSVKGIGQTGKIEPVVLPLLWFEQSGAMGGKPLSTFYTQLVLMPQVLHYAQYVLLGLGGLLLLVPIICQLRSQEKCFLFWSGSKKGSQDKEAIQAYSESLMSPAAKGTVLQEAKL
CAL PDZ FP-1: inhibitors of human CAL PDZ peptide binding. 330,000 compounds, 0.02% hits. Q9HD26. inhibition, % at 20 µM. purified CAL PDZ, TMR-peptide fluorescence polarization, 1 h. AID 504414;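 active means highest replicate inhibition of at least 40%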;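 further: plate controls were DMSO neutral control wells for no effect and unlabeled competitor peptide control wells for full effect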
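Assay system – tagged CAL PDZ protein CerCALP, purified · Timing – 1 h at RT · Compound – single point, 20 µM · Measured by – fluorescence polarization from S- and P-plane intensities, G-factor corrected · Evaluation – inhibition from polarization loss · Probe or stimulus – TMR reporter peptide T*-PRC34 · Buffer or medium – pH 7.4 phosphate-saline buffer, reducing agent, detergent, IgG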
MITF TRPM1 HTS: increases MITF-driven TRPM1 promoter luciferase signal; 300,000 compounds, 0.75% hits; activation, % at 12.5 µM; SK-MEL-5 TRPM1-promoter luciferase, 24 h; % of positive control, neutral wells = 0; AID 588334;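 active means mean activation of at least 80% with every replicate also reaching 80%; inconclusive means mean reaches 80% but some replicate falls short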;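 further: 0% = neutral control wells and 100% = parthenolide positive control wells; values of inactives mirror those of a sister screen read the other way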
PfHsp90 set2: reduces growth (ATP signal) of yeast expressing P. falciparum Hsp90; S. cerevisiae expressing PfHsp90, BacTiter-Glo ATP, 48 h; yeast lacking PDR1 and PDR3 efflux regulators; inhibition, % at 9.4 µM; 310,000 compounds, 0.32% hits; AID 504621;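 active means every replicate shows inhibition above about 80%, whatever the replicate mean, limit read from the data; inconclusive means mean inhibition reaches the set limit but some replicate falls short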;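 further: 0% = DMSO neutral controls and 100% = 20 µM radicicol positive controls; yeast relying on Plasmodium falciparum Hsp90 in place of its own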
PvdQ inh: blocks Pseudomonas aeruginosa PvdQ acylase activity; purified PvdQ acylase, fluorescence plate reader; 340,000 compounds, 0.063% hits; AID 488965; inhibition, % at 10 µM; in the data active means inhibition above about 30%, passing the limit was not always enough; inconclusive means no clear call, values can overlap the other calls;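 further: 0% = vehicle neutral wells and 100% = reference inhibitor wells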
Rtt109 Vps75: blocks Candida albicans Rtt109/Vps75 acetyltransferase activity | Q5AAJ8 | purified Rtt109/Vps75, ThioGlo CoA-SH fluorescence, 4 h | inhibition, % at 34.9 µM | 330,000 compounds, 0.16% hits;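 active means inhibition of at least 50% in every replicate; inconclusive means best replicate reaches 50% inhibition but some replicates fall short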
Target sequence (Q5AAJ8 whole entry, looked up): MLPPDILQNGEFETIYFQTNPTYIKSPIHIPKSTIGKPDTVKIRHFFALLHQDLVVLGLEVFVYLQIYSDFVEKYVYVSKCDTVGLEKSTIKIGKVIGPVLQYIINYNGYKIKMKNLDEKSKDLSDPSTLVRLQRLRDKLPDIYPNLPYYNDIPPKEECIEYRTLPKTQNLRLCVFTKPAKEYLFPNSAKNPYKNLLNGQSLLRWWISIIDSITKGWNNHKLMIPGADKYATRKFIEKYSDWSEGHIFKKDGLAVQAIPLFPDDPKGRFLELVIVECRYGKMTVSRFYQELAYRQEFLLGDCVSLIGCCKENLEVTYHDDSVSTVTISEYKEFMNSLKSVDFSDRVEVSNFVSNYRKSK
dFosB activator: mouse delta FosB homodimer activation. 340,000 compounds, 0.99% hits. purified delta FosB, TAMRA-CDK5 oligo fluorescence polarization; percent of positive-control signal above neutral wells. P13346. activation, % at 25 µM;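 active means mean activation above about 17%, with every replicate also reaching it, limit read from the data, passing the limit was not always enough; inconclusive means only one of the two conditions met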;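 further: fluorescence polarization rise as delta FosB binds a TAMRA Cdk5 AP-1 oligo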
CAL PDZ FP-2: blocks peptide binding to the human CAL PDZ domain. purified CAL PDZ, TMR-peptide fluorescence polarization, 1 h. inhibition, % at 24.9 µM. 300,000 compounds, 0.92% hits. AID 602252;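 active means mean inhibition of at least 30% with at least half of replicates also reaching 30%; inconclusive means no clear call, values can overlap the other calls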;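 further: 0% = DMSO neutral control and 100% = excess unlabeled competitor peptide PRC23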
Numbers without * were called inactive.

Cc1cc(C)c(NS(=O)(=O)c2ccccc2)c(C)c1 was read as NSD2 inh -1.0, SR-BI DiI-HDL act -14.5, SR-BI DiI inh 14.5, CAL PDZ FP-1 -0.2, MITF TRPM1 HTS 1.5, PvdQ inh -1.7, Rtt109 Vps75 5.8 and dFosB activator -8.6.
CCOC(=O)Cn1nc(C)n(-c2ccc(Cl)cc2)c1=O was read as NSD2 inh -1.7, SR-BI DiI-HDL act 16.7, SR-BI DiI inh -16.7, CAL PDZ FP-1 0.3, MITF TRPM1 HTS -8.8, PfHsp90 set2 -0.6, PvdQ inh -13.7, Rtt109 Vps75 -12.4, dFosB activator 3.3 and CAL PDZ FP-2 -3.8.
`COC(CNC(=O)C(C)n1nc(C)c2ccccc21)OC` (stereo unspecified) gave NSD2 inh 0.2, SR-BI DiI-HDL act 12.6, SR-BI DiI inh -12.6, CAL PDZ FP-1 -1.5, MITF TRPM1 HTS 10.2, PfHsp90 set2 -6.0, PvdQ inh -10.4, Rtt109 Vps75 -3.0, dFosB activator 0.3 and CAL PDZ FP-2 -3.1.
`COc1cccc(CN(C)C(=O)CSCC(=O)Nc2ccc(C)cc2)c1OC` gave NSD2 inh -0.4, SR-BI DiI-HDL act 38.2, SR-BI DiI inh -38.2, CAL PDZ FP-1 -1.4, MITF TRPM1 HTS 3.0, PfHsp90 set2 -2.7, PvdQ inh 5.2, dFosB activator 2.7 and CAL PDZ FP-2 -2.7.
For Cc1cc(C(=O)N/N=C/c2cccc([N+](=O)[O-])c2)c(C)n1-c1ccccc1 the results were NSD2 inh -0.8, SR-BI DiI-HDL act -14.5, SR-BI DiI inh 14.5, CAL PDZ FP-1 -0.7, MITF TRPM1 HTS inconclusive, PfHsp90 set2 -5.5, PvdQ inh -1.7, Rtt109 Vps75 -1.3, dFosB activator -1.9 and CAL PDZ FP-2 -4.9.
COc1ccc(C2CC(c3cccc(Br)c3)=NN2c2ccc(S(N)(=O)=O)cc2)cc1 (stereo unspecified) was read as SR-BI DiI-HDL act -53.0, SR-BI DiI inh 53.0, CAL PDZ FP-1 -0.9, MITF TRPM1 HTS -2.3, PfHsp90 set2 -28.0, PvdQ inh -164.1, Rtt109 Vps75 2.5, dFosB activator -4.8 and CAL PDZ FP-2 -2.7.
`CCOC(=O)CSc1nc(-c2ccccc2)ns1` gave NSD2 inh -2.2, SR-BI DiI-HDL act 5.4, SR-BI DiI inh -5.4, CAL PDZ FP-1 -2.2, MITF TRPM1 HTS 11.9, PvdQ inh 4.5, Rtt109 Vps75 -2.0, dFosB activator -4.7 and CAL PDZ FP-2 -3.1.
O=[N+]([O-])c1cccc(-c2ccn[nH]2)c1 was read as NSD2 inh -0.2, SR-BI DiI-HDL act 8.8, SR-BI DiI inh -8.8, CAL PDZ FP-1 0.3, PfHsp90 set2 -9.4, PvdQ inh -16.8, Rtt109 Vps75 -3.2, dFosB activator -8.2 and CAL PDZ FP-2 -0.8.
For CC(=O)Nc1sc(N/N=C/c2ccccc2)nc1-c1ccc(C)cc1 the results were NSD2 inh -1.0, CAL PDZ FP-1 1.0, PfHsp90 set2 -3.2, PvdQ inh -10.3, Rtt109 Vps75 23.2, dFosB activator -2.8 and CAL PDZ FP-2 -0.6.
`Cc1nc(SC2CCOC2=O)c2c(C)c(C)sc2n1` (stereo unspecified) gave NSD2 inh -2.9, SR-BI DiI-HDL act -7.6, SR-BI DiI inh 7.6, CAL PDZ FP-1 -0.7, MITF TRPM1 HTS 5.2, PfHsp90 set2 -7.0, PvdQ inh 3.9, Rtt109 Vps75 9.5, dFosB activator 0.6 and CAL PDZ FP-2 -2.1.
For Cc1ccc(C)n1Cc1ccccc1Cl the results were NSD2 inh 0.3, SR-BI DiI-HDL act 15.0, SR-BI DiI inh -15.0, CAL PDZ FP-1 -0.8, MITF TRPM1 HTS 7.6, PfHsp90 set2 6.6, PvdQ inh 2.0, Rtt109 Vps75 1.0 and dFosB activator -6.7.
Screening Cc1cc(NS(=O)(=O)c2ccc(NC(=S)NC(=O)c3cccc(S(=O)(=O)N(C)C)c3)cc2)no1 returned NSD2 inh 0.6, SR-BI DiI-HDL act 1.4, SR-BI DiI inh -1.4, CAL PDZ FP-1 -2.7, MITF TRPM1 HTS 0.4, PfHsp90 set2 -11.7, PvdQ inh -11.9, Rtt109 Vps75 1.9, dFosB activator 0.6 and CAL PDZ FP-2 52.2*.
COc1ccc2sc3ccccc3c(=O)c2c1 was read as NSD2 inh -4.0, SR-BI DiI-HDL act 7.2, SR-BI DiI inh -7.2, CAL PDZ FP-1 -4.6, MITF TRPM1 HTS 70.2, PfHsp90 set2 -9.1, PvdQ inh 7.4, Rtt109 Vps75 1.0, dFosB activator -16.8 and CAL PDZ FP-2 0.8.
`COCNc1nc(OCC#N)nc(N(C)C)n1` gave NSD2 inh 0.5, SR-BI DiI-HDL act 27.1, SR-BI DiI inh -27.0, CAL PDZ FP-1 -0.1, MITF TRPM1 HTS 5.7, PfHsp90 set2 -20.8, PvdQ inh 2.9, Rtt109 Vps75 16.0, dFosB activator -7.0 and CAL PDZ FP-2 -7.3.
O=C(NC1CCCC1)C(c1ccco1)N(C(=O)c1ccco1)c1ccc(F)cc1 (stereo unspecified) was read as NSD2 inh -3.2, SR-BI DiI-HDL act -34.6, SR-BI DiI inh 34.6, CAL PDZ FP-1 -2.1, MITF TRPM1 HTS -3.3, PfHsp90 set2 3.6, PvdQ inh 3.9, Rtt109 Vps75 9.5, dFosB activator -3.6 and CAL PDZ FP-2 -2.5.
Screening CC(C)(C)C(=O)/C=C(\N)c1ccncc1 returned NSD2 inh -1.7, SR-BI DiI-HDL act 10.1, SR-BI DiI inh -10.1, CAL PDZ FP-1 -1.0, MITF TRPM1 HTS -6.1, PfHsp90 set2 6.3, PvdQ inh -9.3, Rtt109 Vps75 -1.0, dFosB activator -7.7 and CAL PDZ FP-2 -3.9.
`COc1nc(C)nc2c1sc1nc3c(cc12)COC(C)(C)C3` gave NSD2 inh 3.2, SR-BI DiI-HDL act -17.7, SR-BI DiI inh 17.7, CAL PDZ FP-1 -0.9, MITF TRPM1 HTS inconclusive, PfHsp90 set2 -4.6, PvdQ inh -5.4, Rtt109 Vps75 9.2, dFosB activator -17.0 and CAL PDZ FP-2 -4.0.
Cc1ccccc1NC(=O)CSc1nc(N)c(C#N)cc1C#N was read as NSD2 inh -1.0, SR-BI DiI-HDL act 21.1, SR-BI DiI inh -21.1, CAL PDZ FP-1 -0.8, MITF TRPM1 HTS -4.7, PfHsp90 set2 10.4, PvdQ inh 1.4, Rtt109 Vps75 7.6, dFosB activator 10.7 and CAL PDZ FP-2 -3.2.
`Nc1nnnn1/N=C/c1ccccc1OCc1ccc(Cl)cc1` gave NSD2 inh 0.4, SR-BI DiI-HDL act -17.3, SR-BI DiI inh 17.3, CAL PDZ FP-1 -0.4, PfHsp90 set2 -85.6, PvdQ inh 6.6, Rtt109 Vps75 4.2, dFosB activator -11.9 and CAL PDZ FP-2 -4.9.
`Cc1cc(C)n2nc(S(=O)(=O)N(CC(C)C)CC(C)C)nc2n1` gave SR-BI DiI-HDL act 8.6, SR-BI DiI inh -8.6, CAL PDZ FP-1 0.7, MITF TRPM1 HTS 10.6, PfHsp90 set2 1.0, PvdQ inh 5.8, Rtt109 Vps75 -0.9 and dFosB activator -0.5.
Screening CC1CCCCC1NC(=O)COC(=O)COc1ccccc1F (stereo unspecified) returned NSD2 inh 0.4, SR-BI DiI-HDL act 16.5, SR-BI DiI inh -16.5, CAL PDZ FP-1 0.1, MITF TRPM1 HTS 3.8, PfHsp90 set2 3.9, PvdQ inh -1.0, Rtt109 Vps75 1.3, dFosB activator 5.2 and CAL PDZ FP-2 -1.0.
Screening CC(=O)Nc1ccc(-c2cn3cccnc3n2)cc1 returned NSD2 inh 1.5, SR-BI DiI-HDL act 13.7, SR-BI DiI inh -13.7, CAL PDZ FP-1 -1.1, MITF TRPM1 HTS 47.9, PfHsp90 set2 -12.3, PvdQ inh -7.7, Rtt109 Vps75 inactive and dFosB activator 4.7.
For Cc1nn(CC2CC2)c(=O)n1-c1ccccc1F the results were NSD2 inh -1.8, CAL PDZ FP-1 -0.2, MITF TRPM1 HTS -5.6, PvdQ inh 2.7, Rtt109 Vps75 -2.2, dFosB activator 2.6 and CAL PDZ FP-2 22.4.
For O=S1(=O)[C@H]2C[C@H](CO)O[C@@]2(CO)CN1Cc1ccc(-c2cccc(Cl)c2)cc1 the results were SR-BI DiI-HDL act 19.0, SR-BI DiI inh -19.0, CAL PDZ FP-1 -0.1, MITF TRPM1 HTS 8.7, PfHsp90 set2 2.5, PvdQ inh -14.2, Rtt109 Vps75 -6.8, dFosB activator -10.4 and CAL PDZ FP-2 0.4.
`C/C(=N\NC(=O)C1CC1c1ccccc1)c1cccc([N+](=O)[O-])c1` (stereo unspecified) gave NSD2 inh -0.2, SR-BI DiI-HDL act 4.9, SR-BI DiI inh -4.9, CAL PDZ FP-1 -1.0, MITF TRPM1 HTS -1.6, PfHsp90 set2 -17.6, PvdQ inh -16.1, Rtt109 Vps75 -7.8, dFosB activator 11.5 and CAL PDZ FP-2 -1.7.
O=C(COc1ccc(Cl)cc1)N1CCCC1 was read as NSD2 inh -1.4, SR-BI DiI-HDL act 24.0, SR-BI DiI inh -24.0, CAL PDZ FP-1 -0.7, MITF TRPM1 HTS -4.6, PfHsp90 set2 4.3, PvdQ inh 1.9, Rtt109 Vps75 -6.8, dFosB activator -3.8 and CAL PDZ FP-2 -3.9.
For Cc1cc(N2C(=O)CC(N3CCN(C(c4ccccc4)c4ccccc4)CC3)C2=O)no1 (stereo unspecified) the results were NSD2 inh -3.1, SR-BI DiI-HDL act 41.4, SR-BI DiI inh -41.4, CAL PDZ FP-1 -1.9, MITF TRPM1 HTS -3.5, PfHsp90 set2 -18.2, PvdQ inh -10.2, Rtt109 Vps75 4.6, dFosB activator 6.1 and CAL PDZ FP-2 -5.4.
`CCc1ccccc1N(CC(=O)N1CCN(c2ccc(F)cc2)CC1)S(C)(=O)=O` gave NSD2 inh -3.0, SR-BI DiI-HDL act -32.9, SR-BI DiI inh 32.9, CAL PDZ FP-1 -3.0, MITF TRPM1 HTS -9.6, PfHsp90 set2 -0.2, PvdQ inh -3.5, Rtt109 Vps75 4.2, dFosB activator -3.7 and CAL PDZ FP-2 0.3.
